LYPLA1 counter: blocks human lysophospholipase 1, a PME1 counter-screen; O75608; recombinant LYPLA1, FP-Rh probe fluorescence polarization; inhibition, % at 5.9 µM; 320,000 tested, 0.16% active; AID 2174;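 active = inhibition above the mean of all tested compounds plus 3 SD, set per campaign, cut at about 14% in these data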;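 also: inhibitors block serine hydrolase probe labeling of LYPLA1 so polarization falls; 0% = enzyme with DMSO and 100% = wells lacking LYPLA1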
Target sequence (O75608 whole entry, looked up): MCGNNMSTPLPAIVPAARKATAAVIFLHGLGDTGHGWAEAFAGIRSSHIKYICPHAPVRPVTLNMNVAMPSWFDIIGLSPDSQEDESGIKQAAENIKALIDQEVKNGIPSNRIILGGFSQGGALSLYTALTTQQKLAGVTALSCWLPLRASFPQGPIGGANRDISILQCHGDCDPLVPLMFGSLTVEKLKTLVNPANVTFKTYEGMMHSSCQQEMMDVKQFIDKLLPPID
GSTO1 counter: counter-screen for RBBP9 inhibitors: inhibitors of human GSTO1; P78417; recombinant GSTO1, activity-based probe fluorescence polarization; inhibition, % at 5.96 µM; 300,000 tested, 1.1% active;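 active = inhibition above the campaign mean inhibition plus 3 SD, cut at about 35% in these data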;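 also: 0% = GSTO1-1 with DMSO and 100% = wells lacking GSTO1-1 enzyme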
pPAFAH FP inh: inhibitors of human plasma PAF acetylhydrolase (pPAFAH). AID 463082. recombinant pPAFAH, FP-rhodamine probe fluorescence polarization. inhibition, % at 3.39 µM. 330,000 tested, 1.5% active. Q13093;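 active = inhibition above the mean inhibition across the screen plus 3 SD, cut at about 25% in these data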;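 also: inhibitors block binding of the rhodamine activity-based probe so polarization drops; 0% = enzyme with DMSO and 100% = wells lacking pPAFAH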
Fam108B inh: blocks mouse Fam108B hydrolase in RBBP9 counter-screen | 300,000 tested, 0.33% active | recombinant Fam108B, FP-Rh probe fluorescence polarization | inhibition, % at 9.51 µM;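 active = inhibition above the screen mean inhibition plus 3 SD, computed separately per campaign, cut at about 18% in these data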;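 also: inhibitors lower polarization as less probe binds the enzyme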
PAFAH2 inh: inhibitors of human PAFAH2; Q99487; recombinant PAFAH2, FP-rhodamine activity probe, fluorescence polarization; inhibition, % at 3.39 µM; 340,000 tested, 0.99% active;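 active = inhibition above the mean over all tested compounds plus 3 SD, cut at about 30% in these data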;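 also: inhibitors block probe labeling of enzyme so polarization drops; 0% = enzyme with DMSO and 100% = wells lacking PAFAH2 protein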
PAFAH1B2 inh: blocks human PAF acetylhydrolase 1b catalytic subunit 2. P68402. recombinant PAFAH1B2, FP-rhodamine activity probe, fluorescence polarization. inhibition, % at 3.39 µM. 340,000 tested, 1.2% active;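 active = inhibition above the mean of all tested compounds plus 3 SD, cut at about 24% in these data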;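 also: 0% = enzyme with DMSO and 100% = wells lacking PAFAH1B2; many of its hits are not listed in these tables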
PAFAH1B3 inh: inhibitors of human PAFAH1B3 | recombinant PAFAH1B3, FP-rhodamine probe, fluorescence polarization | inhibition, % at 3.39 µM | 340,000 tested, 0.28% active;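 active = inhibition above the screen-wide average of all tested compounds plus 3 SD, cut at about 25% in these data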;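 also: 0% = enzyme with DMSO only and 100% = wells lacking PAFAH1B3 protein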
Target sequence (Q15102 whole entry, looked up): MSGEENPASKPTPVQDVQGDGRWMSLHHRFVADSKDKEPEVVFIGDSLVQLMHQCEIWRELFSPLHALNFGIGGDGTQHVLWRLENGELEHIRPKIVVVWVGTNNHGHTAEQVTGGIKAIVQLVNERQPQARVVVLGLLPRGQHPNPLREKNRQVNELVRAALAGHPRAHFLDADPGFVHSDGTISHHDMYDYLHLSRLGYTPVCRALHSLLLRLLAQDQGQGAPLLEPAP
PAD4 inh: PAD4 (human) enzyme inhibition; Q9UM07; recombinant PAD4, RCA probe fluorescence polarization; inhibition, % at 6.36 µM; 330,000 tested, 0.41% active; AID 485272;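 active = percent inhibition above a cutoff equal to the mean of all tested compounds plus 3 SD, cut at about 15% in these data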;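 also: 0% = PAD4 with RCA probe and DMSO and 100% = probe without PAD4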
PME-1 primary: blocks human protein phosphatase methylesterase 1. inhibition, % at 5.9 µM. 320,000 tested, 0.53% active. Q9Y570. recombinant PME-1, FP-Rh probe fluorescence polarization. AID 2130;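 active = inhibition above the campaign mean of all compounds plus 3 SD, cut at about 26% in these data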;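 also: competitive labeling of PME-1 active site by serine hydrolase directed probe; 0% = PME-1 with DMSO and 100% = wells lacking PME-1 enzyme; inhibitors block probe labeling so polarization falls and inhibition rises; many of its hits are not listed in these tables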
Target sequence (Q9Y570 whole entry, looked up): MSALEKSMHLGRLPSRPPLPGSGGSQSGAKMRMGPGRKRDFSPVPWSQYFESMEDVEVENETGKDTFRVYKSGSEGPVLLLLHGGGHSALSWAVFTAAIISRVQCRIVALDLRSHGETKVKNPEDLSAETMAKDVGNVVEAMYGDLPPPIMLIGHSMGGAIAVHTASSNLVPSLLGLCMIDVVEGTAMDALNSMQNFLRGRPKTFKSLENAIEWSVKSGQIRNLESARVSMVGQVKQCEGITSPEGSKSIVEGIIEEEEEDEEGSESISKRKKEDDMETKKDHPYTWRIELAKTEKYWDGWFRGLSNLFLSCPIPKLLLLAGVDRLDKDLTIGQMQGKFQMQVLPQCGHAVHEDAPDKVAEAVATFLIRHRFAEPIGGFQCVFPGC
Starred values were filed as active, the others as inactive; / = not tested or not shown.

Structure,LYPLA1 counter,GSTO1 counter,pPAFAH FP inh,Fam108B inh,PAFAH2 inh,PAFAH1B2 inh,PAFAH1B3 inh,PAD4 inh,PME-1 primary
Cc1cc(NC(=O)CSc2cn(CCNC(=O)c3ccc(Cl)cc3)c3ccccc23)no1,0,0,3,-2,-7,-2,6,1,-2
COc1ccc(CNCc2ccncc2)cc1OC,3,7,6,-3,-2,4,2,-1,-2
O=C(CSCc1ccccc1)Nc1cccc(C(=O)Nc2ccc(C(=O)O)cc2)c1,-4,-9,-1,-1,2,-2,8,-3,-14
O=C(COC(=O)/C=C/c1cccc(Cl)c1)Nc1c(F)cccc1F,/,/,1,/,2,1,2,-6,/
CC1(C)CC2(CCCN(C(=S)Nc3ccccc3)C2)CCO1 (stereo not drawn),0,9,1,1,-3,0,7,1,-3
COc1cc(C(=O)OCc2cc(=O)n3ccsc3n2)ccc1OC(C)C,/,/,2,/,4,0,5,-2,/
O=C(Nc1cccc2ccccc12)c1nn(C23CC4CC(CC(C4)C2)C3)cc1[N+](=O)[O-],-8,4,7,-8,-19,3,5,-3,-18
CC(C)Oc1ccc(S(=O)(=O)N2CCOCC2)cc1NC(=O)C1CSC2(C)CCC(=O)N12 (stereo not drawn),4,6,1,0,-3,-6,-3,-1,2
CCc1noc(C)c1C(=O)N1CCN(S(=O)(=O)c2ccc(C)cc2C)CC1,3,-6,-1,-4,-3,-1,-3,2,2
Cc1ccc(CNC(=O)CCn2cc(-c3ccc(C)cc3)nc2-c2ccncc2)cc1,0,3,7,0,-1,16,2,-3,1
CCc1[nH]nc2c1C(c1ccc(C)o1)C(C#N)=C(N)O2 (stereo not drawn),2,12,1,-1,-3,1,2,-3,-1
CC(C)Cn1c2c(c(O)c(C(=O)Nc3nc4ccccc4s3)c1=O)CCCC2,0,6,-1,0,1,6,-5,2,2
Cc1cc(-c2ccccc2)nc2oc3c(c12)NC(=O)CN(c1ccccc1)C3=O,3,0,-1,1,-6,-3,-6,1,-3
COc1ccc2c(c1OC)C(=O)OC2C/C(=N\NC(N)=O)c1ccccc1 (stereo not drawn),0,16,-1,2,7,-2,8,1,4
CCc1nnc2sc(-c3ccc(NC(=O)c4ccco4)cc3)nn12,-2,-19,0,-2,-4,1,-2,-2,-23
CCOC(=O)c1c(C)[nH]c(C)c1S(=O)(=O)NCC1CCN(Cc2ccccc2OC)CC1,5,-4,9,0,2,1,9,-3,-3
COc1cccc(/C=C/C(=O)Nc2cccc(C(C)=O)c2)c1OC,-6,-7,0,1,3,-4,13,-1,-7
O=C1CN2C(=Nc3ccc(Br)cc3C2c2ccccc2)CCN1 (stereo not drawn),-1,-1,0,-2,15,1,5,1,1
CCOC(=O)/C=C/C(=O)OCC(=O)Nc1ccc(OC)c(Cl)c1,-4,0,2,-2,8,-1,2,4,1
CCOc1ccc(N2C(=O)CC(Sc3nc(-c4cccs4)cc(C(F)(F)F)c3C#N)C2=O)cc1 (stereo not drawn),3,-3,2,6,-6,-2,8,-6,3
COc1ccc(OC)c(NC(=O)Nc2nnc(N3CCCCC3C)s2)c1 (stereo not drawn),-4,8,22,4,-2,-2,-1,-5,15
CC(C)CC(=O)N1CCN(Cc2ccc(Cl)cc2)CC1,2,1,0,4,0,11,3,-3,5
Cc1ccnc(NC(=O)C2CC(=O)N(Cc3ccccc3)C2)c1 (stereo not drawn),2,2,-1,2,3,3,2,1,-2
CCOC(=O)c1ccc(-c2c(-c3cc(OC)c(OC)c(OC)c3)noc2C)cc1F,-1,7,-1,2,1,2,8,1,-4
COc1ccc(C(=O)Cc2nnc(C)s2)cc1,1,3,2,2,2,1,13,2,1

Copied from the list.
COc1ccc(OC)c(NC(=O)Nc2nnc(N3CCCCC3C)s2)c1 (stereo not drawn) @ PAFAH2 inh: -2
COc1ccc2c(c1OC)C(=O)OC2C/C(=N\NC(N)=O)c1ccccc1 (stereo not drawn) @ LYPLA1 counter: 0

Entries from the list above with an aryl thioether with sulfur outside any ring:
Structure,LYPLA1 counter,GSTO1 counter,pPAFAH FP inh,Fam108B inh,PAFAH2 inh,PAFAH1B2 inh,PAFAH1B3 inh,PAD4 inh,PME-1 primary
Cc1cc(NC(=O)CSc2cn(CCNC(=O)c3ccc(Cl)cc3)c3ccccc23)no1,0,0,3,-2,-7,-2,6,1,-2
CCOc1ccc(N2C(=O)CC(Sc3nc(-c4cccs4)cc(C(F)(F)F)c3C#N)C2=O)cc1 (stereo not drawn),3,-3,2,6,-6,-2,8,-6,3

Next results
Structure,LYPLA1 counter,GSTO1 counter,pPAFAH FP inh,Fam108B inh,PAFAH2 inh,PAFAH1B2 inh,PAFAH1B3 inh,PAD4 inh,PME-1 primary
Cc1ccc2c(c1)N(C(=O)CCC(=O)N1CCOCC1)CCO2,0,1,-4,-2,3,3,3,0,-5
CCOC(=O)c1nn(-c2ccccc2C)c2nc(CC(C)C)c(C#N)c(=O)n12,0,6,0,1,-1,4,10,-3,3
Cc1c(C(=O)N2CCN(Cc3ccc4c(c3)OCO4)CC2)sc2ncnc(N3CCN(c4ccccc4F)CC3)c12,-3,5,0,-2,-8,1,8,-3,0
O=C(NC(=S)Nc1ccccc1N1CCCCC1)c1ccco1,1,-5,2,4,2,12,5,4,6
O=C(O)/C(=C\c1cccc(C(F)(F)F)c1)c1ccc(S(=O)(=O)N2CCCC2)s1,-3,/,4,/,11,13,9,-3,1
COc1ccc(CN(Cc2ccco2)S(=O)(=O)c2ccc(S(=O)(=O)N3CCCC3)cc2)cc1,2,1,5,2,-7,0,4,-2,4
CNCc1cc2ccc(C)cc2[nH]c1=O,0,0,0,5,-6,4,4,-5,3
COc1ccc(Cl)cc1N(C)C(=O)CCc1nc(-c2ccc(C)cc2)no1,-3,1,3,5,-3,2,5,3,2
O=C(Oc1ccc(OC(=O)c2ccco2)c(S(=O)(=O)c2ccc(Br)cc2)c1)c1ccco1,-3,49*,1,1,10,45*,12,3,-1
CCCc1nc2c(C)cc(C)cc2c(N)c1CC,-2,22,2,-5,4,4,9,0,-2
O=C(CSc1nnc(NC(=O)c2ccccc2F)s1)NCc1ccco1,-2,2,-9,0,7,0,0,-6,-1
COc1cc(N=Nc2ccc3ccccc3c2)ccc1O,-3,8,15,4,5,3,0,-3,20
O=C(COc1ccc(=O)n(-c2ccccc2)n1)Nc1ccccc1,1,8,3,2,-9,6,-9,0,4
O=c1c(Cc2ccc(Cl)cc2)c(O)ccn1Cc1cccc(Cl)c1,-3,8,4,-4,3,12,6,0,7
COCCn1c(SCC(=O)NCc2ccco2)nnc1C(C)C,-2,-3,1,1,6,5,6,-1,1
CC(C)C[C@H](NC(=O)N1CC(=O)Nc2ccccc21)C(=O)N[C@H](C(=O)O)c1ccccc1,1,0,2,1,1,5,7,-1,4
CC(C)c1ccccc1NS(=O)(=O)c1cccs1,3,7,3,-1,-3,0,6,5,9
CNc1nc(N)nc(OC(C(F)(F)F)C(F)(F)F)n1,4,-5,5,4,7,8,6,-2,1
O=C(Nc1ccc(F)c([N+](=O)[O-])c1)C1CCCO1 (stereo not drawn),2,8,-1,5,-1,3,6,0,-3
CC1(c2ccc(OC(F)F)cc2)NC(=O)N(CC(=O)Nc2ccc(Cl)cc2F)C1=O (stereo not drawn),-1,-3,1,-3,-2,0,0,-2,2
CCOC(=O)N1CCN(C(=O)CNCc2cccs2)CC1,-1,8,2,4,1,0,0,0,-2
CC(C)n1cc([C@@H]2C[C@H]3CN(Cc4cccc(Cl)c4)C(=O)[C@]34CCCN24)cn1,6,-1,0,-2,-7,3,-1,-3,-2
CN1CCc2c(sc3c2c(=O)n(-c2cccc(Cl)c2)c2nncn32)C1,2,-4,0,-4,3,0,0,-1,-3
Cc1ccc(NC2=NCC(=O)N2Cc2cccs2)cc1C,-2,2,1,-1,3,-3,11,-4,6
Cc1ccc(C)c(-c2cc(C(=O)Nc3cccnc3)c3ccccc3n2)c1,0,-4,6,-3,1,5,1,1,1

PAFAH1B2 inh: hit marks shown above
Molecule	pPAFAH FP inh	PAFAH2 inh	PAFAH1B2 inh	PAFAH1B3 inh	PAD4 inh	PME-1 primary
O=C(Oc1ccc(OC(=O)c2ccco2)c(S(=O)(=O)c2ccc(Br)cc2)c1)c1ccco1	1	10	45*	12	3	-1

An excerpt from above in order of their number in pPAFAH FP inh, falling:
| SMILES | pPAFAH FP inh | PAFAH2 inh | PAFAH1B2 inh | PAFAH1B3 inh | PAD4 inh | PME-1 primary |
| --- | --- | --- | --- | --- | --- | --- |
| O=C(Nc1cccc2ccccc12)c1nn(C23CC4CC(CC(C4)C2)C3)cc1[N+](=O)[O-] | 7 | -19 | 3 | 5 | -3 | -18 |
| CC1(C)CC2(CCCN(C(=S)Nc3ccccc3)C2)CCO1 (stereo not drawn) | 1 | -3 | 0 | 7 | 1 | -3 |
| CC(C)CC(=O)N1CCN(Cc2ccc(Cl)cc2)CC1 | 0 | 0 | 11 | 3 | -3 | 5 |

Following part.
Results follow in this order: LYPLA1 counter | GSTO1 counter | pPAFAH FP inh | Fam108B inh | PAFAH2 inh | PAFAH1B2 inh | PAFAH1B3 inh | PAD4 inh | PME-1 primary
- CCC(C)c1ccccc1NC(=O)CN(CC)CC(=O)Nc1ccc2c(c1)OCCO2 (stereo not drawn)
 : / | / | 0 | / | 8 | 1 | 2 | -3 | /
- Cc1ccc(S(=O)(=O)N2C/C=C\CN(S(=O)(=O)c3ccccc3Br)CC2)cc1
 : / | / | 5 | / | 4 | 14 | 8 | 2 | /
- CCOC(=O)C1(CCCc2ccccc2)CCN(C(=O)c2ocnc2C)CC1
 : 2 | -4 | -3 | -4 | 6 | 5 | 4 | -4 | -4
- CC(C)CC(C(=O)Nc1oc(-c2ccccc2)c(-c2ccccc2)c1C#N)N1C(=O)c2ccccc2C1=O (stereo not drawn)
 : -21 | -6 | 9 | -11 | -16 | -9 | -28 | -2 | -17
- CCOc1ccc(NS(=O)(=O)N(C)C)cc1
 : 1 | 3 | 2 | 0 | 5 | 2 | 2 | 3 | -4
- CSc1nsc(SCC(=O)Nc2ccc(O)c(C(=O)O)c2)n1
 : 3 | 18 | 0 | 4 | 2 | 3 | -2 | -7 | 5
- CN(C(=O)CSc1nc(-c2cccs2)nc2ccccc12)C1CCS(=O)(=O)C1 (stereo not drawn)
 : / | / | 2 | / | 10 | 1 | 0 | -2 | /
- CC1(C)Cc2c(sc(NC(=O)c3ccco3)c2C#N)C(C)(C)N1
 : -1 | -3 | 2 | 2 | / | / | / | 0 | -4
- O=C(COc1ccc(F)cc1Br)N1CCN(S(=O)(=O)/C=C/c2ccccc2)CC1
 : 0 | 0 | 5 | -3 | -1 | 6 | -3 | 3 | 4
- CCCN(CC1CCCO1)C(=O)c1cc(COc2cccc(OC)c2)on1 (stereo not drawn)
 : 3 | -3 | -2 | -2 | 2 | 0 | 3 | -5 | 6
- CN(C)C(=O)Nc1cnc2ccccc2c1
 : 3 | 7 | 1 | 3 | -3 | 3 | 1 | 1 | 3
- COc1cc(C(C)=O)ccc1O
 : 1 | 3 | -2 | 0 | -2 | -3 | 5 | 5 | 1
- C=CCNC(=O)NC(=O)COC(=O)c1cccnc1SC
 : -1 | 8 | 2 | -3 | 9 | -6 | -4 | -2 | 1

This is a subset. The share of hits here may be higher or lower than overall.
